# Screening results as filed in PubChem BioAssay.
# E-selectin induc = E-selectin induction in HUVECs, primary screen, imaging, HUVEC, immunofluorescence imaging, single point | activation, % at 7.58 µM | hit rate 0.37% among 260,000 | P16581 | normalized: neutral wells 0, TNF-alpha wells 100 | AID 686992, 2013;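 active = mean E-selectin-positive cell signal at least 10% of the positive control, reached in at least 60% of replicates, without over 20% cell loss; inconclusive = no rule given, readout overlaps actives, possibly toxicity-flagged; inactive = the rest, including those meeting only one limit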;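 also: in these data hits start at about 27%; measured in HUVEC primary endothelial cells; signal is the percent of cells scored E-selectin positive by PE staining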
# Target sequence (P16581 whole entry, looked up): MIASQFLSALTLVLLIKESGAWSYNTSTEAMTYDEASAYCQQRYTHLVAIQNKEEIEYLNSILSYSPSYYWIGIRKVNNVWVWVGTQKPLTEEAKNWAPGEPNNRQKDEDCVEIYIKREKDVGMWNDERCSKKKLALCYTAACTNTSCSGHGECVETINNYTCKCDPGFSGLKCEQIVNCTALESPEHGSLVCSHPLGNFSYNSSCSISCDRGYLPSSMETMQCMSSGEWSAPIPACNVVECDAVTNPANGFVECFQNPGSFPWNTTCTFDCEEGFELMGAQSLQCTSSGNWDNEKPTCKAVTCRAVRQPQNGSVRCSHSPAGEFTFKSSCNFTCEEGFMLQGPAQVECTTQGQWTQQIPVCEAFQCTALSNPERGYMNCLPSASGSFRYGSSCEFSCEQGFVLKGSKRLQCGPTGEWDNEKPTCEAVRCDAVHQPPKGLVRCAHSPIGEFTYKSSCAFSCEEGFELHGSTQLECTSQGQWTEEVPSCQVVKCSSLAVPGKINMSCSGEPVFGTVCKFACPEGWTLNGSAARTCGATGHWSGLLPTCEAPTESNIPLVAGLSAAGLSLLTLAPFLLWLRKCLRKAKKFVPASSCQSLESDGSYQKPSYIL
#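 System: HUVEC, human umbilical vein endothelial cells; quantity: 3,000 cells/well; buffer or medium: EGM-2 medium, gelatin-coated wells; dosing: single-point compound dose; detection: immunofluorescence imaging; evaluation: % PE-positive cells; benchmarks: TNF-alpha, DMSO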
# CASP6 VEID inh = human caspase-6 inhibitors, primary screen, biochemical, VEID-R110 fluorescence, single point, set 2; purified caspase-6, Z-VEID-R110 cleavage fluorescence; P55212; inhibition, % at 12.5 µM; hit rate 0.53% among 350,000; AID 686996, 2013;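 active = mean inhibition across replicates at least about 35%, with every replicate also reaching that limit, limit read from the data; inconclusive = only one of the two criteria met; inactive = neither criterion met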;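 also: 0% = median of neutral control wells and 100% = no fluorescence left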
# F508del corr = F508del CFTR correction, initial screen, CFBE line, single point; AID 720511, 2013; activity (quench increase), % at 7.58 µM; hit rate 0.36% among 350,000; CFBE cells, YFP halide quenching; stimulated with forskolin plus potentiator P3; % fluorescence drop versus neutral controls;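 active = mean added fluorescence quench of at least 8% versus neutral control, with both replicates also reaching 8%; inconclusive = only one of the mean or replicate conditions met; inactive = mean below 8% and not both replicates reaching 8%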;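 also: cells transiently co-express mutant CFTR-F508del with the halide-sensitive YFP; corrector assay measuring rescue of mutant channel to the surface after 24 h compound exposure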
# DENV2 CPE = inhibitors of DENV2 cytopathic effect, primary screen, cell-based, plate reader, single concentration; DENV2-infected cells, cytopathic effect rescue; CPE inhibition, % at 9.99 µM; hit rate 1.7% among 350,000; AID 651640, 2012; in the data active = CPE inhibition above about 20%, passing the limit was not always enough; inconclusive = no clear call, values can overlap the other calls; tested in BHK-21 cells;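 also: 0% = median of neutral control wells and 100% = median of positive control wells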
# RAD52 inh = RAD52 DNA annealing inhibitors, primary screen, biochemical, FRET, single point, set 2; AID 651710, 2012; inhibition, % at 18.7 µM; recombinant RAD52 DNA annealing, FRET fluorescence; hit rate 0.46% among 360,000;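 active = every replicate showing at least 50% inhibition; inconclusive = mean inhibition at least 50% but not in every replicate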
# Target sequence (P43351 whole entry, looked up): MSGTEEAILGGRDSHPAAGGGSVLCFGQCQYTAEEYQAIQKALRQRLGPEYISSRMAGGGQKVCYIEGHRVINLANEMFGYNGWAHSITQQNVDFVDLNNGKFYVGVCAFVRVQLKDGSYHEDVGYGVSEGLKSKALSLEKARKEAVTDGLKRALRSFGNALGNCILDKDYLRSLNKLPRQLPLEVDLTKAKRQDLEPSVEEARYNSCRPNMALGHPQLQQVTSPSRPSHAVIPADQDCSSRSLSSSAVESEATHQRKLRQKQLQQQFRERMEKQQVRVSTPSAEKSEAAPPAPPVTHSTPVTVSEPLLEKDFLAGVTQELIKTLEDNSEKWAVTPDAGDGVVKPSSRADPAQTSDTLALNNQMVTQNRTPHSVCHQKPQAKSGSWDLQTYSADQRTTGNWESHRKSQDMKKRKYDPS
# GSIS activator = GLuc luminescence reporter in INS-1E cells, primary screen for activators of glucose-dependent secretion of insulin; INS-1E GLuc reporter insulin secretion, 2-3 h; activation, % at 16.6 µM; hit rate 0.61% among 370,000;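 active = lowest replicate activation of at least 40%, so every replicate reaches that level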;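 also: 0% = median of neutral control wells and 100% = median of IBMX positive control wells; some compounds called inactive have numbers as strong as hits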
# RAD54 inh = inhibitors of human RAD54 branch migration, primary screen, biochemical, fluorescence, single point; hit rate 0.14% among 360,000; DNA repair and recombination protein RAD54-like (Homo sapiens), Q92698; inhibition, % at 10.4 µM; RAD54 Holliday junction branch migration, FAM/BHQ fluorescence;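 active = mean normalized replicate activity at least 40 and at least half of replicates scoring 40 or more; inconclusive = only one of the two criteria met; inactive = mean below 40 and under half of replicates reaching 40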;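 also: 0% = median of neutral control wells and 100% = median of positive control wells; inhibitors cause a drop in the FAM fluorescence signal; in these data hits start at about 50%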
# Xi reactivation = activators of inactive X chromosome reactivation, primary screen, imaging, XiGFP fibroblasts, GFP high-content imaging, set 2 | XiGFP mouse fibroblasts, % GFP-positive cells imaging, 3 d; cells co-treated with 5-aza-dC sensitizer; scaled so ellipticine positive control = 100% | hit rate 0.055% among 360,000 | activation, % at 7.58 µM;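 active = mean normalized replicate activation at least 10% and every replicate at or above 10%; inconclusive = only one of the two criteria met; inactive = mean below 10% and not all replicates reach 10%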;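 also: 0% = median of on-plate neutral control wells and 100% = ellipticine 6 µM median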
#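 material = 68-5-11 XiGFP fibroblast line | medium = DMEM plus 5-aza-dC sensitizer | schedule = 3 days compound exposure | benchmarks = positive control ellipticine, 6 µM final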
# * marks the source's active call; other numbers are inactive results; i = inactive; u = inconclusive; x = not tested or not shown; + = active, no number.
SMILES,E-selectin induc,CASP6 VEID inh,F508del corr,DENV2 CPE,RAD52 inh,GSIS activator,RAD54 inh,Xi reactivation
Cc1nnc(SCc2cccc3ccccc23)s1,-0.1,3,0.4,-6,-4,x,-11,0.0
C[C@@H]1CN([C@@H](C)CO)C(=O)c2ccccc2-c2ccccc2CO[C@H]1CN(C)C(=O)Nc1ccc2c(c1)OCO2,1.7,1,-0.4,4,-1,-9,-2,-0.7
NC(=O)CSc1nnc(-c2ccc([N+](=O)[O-])cc2)o1,x,1,-2.0,x,-16,3,x,-0.1
CC(=O)c1cccc(NC(=O)CN2C(=O)C(=O)N(Cc3ccco3)C2=O)c1,x,1,1.6,12,-6,14,5,0.0
COc1ccc2c(c1OC)C(=O)N(c1ccc(F)cc1)C2,-0.2,-2,2.0,-7,-1,2,-2,0.0
Cc1cccc(Nc2c(F)c(F)c(F)c(F)c2C(=O)O)c1,x,1,2.4,4,-20,-8,x,1.0
N#CCc1nc2ccc(S(=O)(=O)N3CCOCC3)cc2s1,-0.5,5,0.6,1,-57,14,x,-0.1
COC(=O)C1=C(C)N(c2cccc(OC)c2)C(=O)/C1=C\c1ccco1,x,4,x,0,17,10,x,0.0
CSCCC(NC(=O)c1ccccc1Br)C(=O)NNC(=O)C1COc2ccccc2O1 (centres undefined),-0.4,5,-1.7,11,-6,-22,2,0.6
Cc1cc2cc(CNC(=O)c3ccc(S(=O)(=O)N4CCOCC4)cc3)ccc2n1C,x,0,-0.7,7,-53,-5,-3,-0.3
COc1ccccc1CNC(=O)C[C@@H]1C=C[C@@H](NC(=O)CC2CC2)[C@@H](CO)O1,0.3,-3,3.1,-3,10,-3,1,0.0
CCc1ccccc1NC(=O)CNC(=O)c1ccc(S(=O)(=O)NCc2ccco2)cc1,-0.1,-4,-1.4,-7,-21,-5,0,0.1
COc1cc(/C=C2/C(=O)NN(c3ccc(F)cc3)C2=O)cc(Cl)c1O,0.1,14,1.2,-3,-29,4,0,0.0
C[C@@H]1CN([C@H](C)CO)C(=O)c2cccc(NC(=O)C3CCOCC3)c2O[C@H]1CN(C)C(=O)Nc1ccc(F)cc1,9.2,3,-1.6,-11,0,10,-2,0.0
COc1ccc(-c2nc(CS(=O)CC(=O)NCc3ccc4c(c3)OCO4)c(C)o2)cc1OC (centres undefined),x,4,1.2,0,10,-2,14,0.0
CO[C@@H](CN(C)C(=O)c1ccccc1F)[C@H](C)CN([C@H](C)CO)S(=O)(=O)c1ccc(F)cc1,0.1,0,0.0,0,-25,1,-2,0.2
CC(C)C#Cc1cnc2c(c1)C(=O)N([C@H](C)CO)C[C@@H](C)[C@@H](CN(C)C(=O)CCN1CCCCC1)O2,0.3,-1,0.3,x,6,20,5,0.2
O=C(O)CCC(=O)OCCc1cc2ccccc2c(=O)o1,-0.1,-1,-2.6,5,4,0,-4,-0.1
Cc1ccc(S(=O)(=O)N(C)C[C@H]2Oc3ccc(NS(=O)(=O)c4ccc(F)cc4)cc3CC(=O)N([C@H](C)CO)C[C@@H]2C)cc1,0.8,1,-0.6,7,5,-10,9,-1.0
NS(=O)(=O)c1ccc(NC(=S)NCc2ccccc2)cc1,-0.2,x,x,x,x,4,-1,0.0
Cc1ccccc1CN(c1ccc(C(=O)N/N=C/c2ccc(OCC(N)=O)cc2)cc1)S(C)(=O)=O,0.0,1,x,0,-17,10,x,-0.1
Cc1cc(C)c(-c2csc(NC(=O)C3=NN(c4ccccc4)C(=O)CC3)n2)c(C)c1,x,-3,0.8,x,-1,5,x,0.0
C/C=C/C1=CC(=O)C[C@H](c2ccc(Cl)cc2)C1,0.7,25,0.3,5,-20,-4,-10,-0.4
C[C@H]1CN([C@@H](C)CO)S(=O)(=O)c2ccc(-c3cncnc3)cc2O[C@@H]1CN(C)C(=O)NC1CCCC1,-0.1,-1,-0.3,3,-14,-6,-5,0.0
Cc1ccc(S(=O)(=O)NC(=O)NCc2ccco2)cc1,-0.1,-5,1.3,-6,-6,27,4,0.0

# An excerpt from above, showing only CASP6 VEID inh, RAD52 inh and E-selectin induc:
Molecule	CASP6 VEID inh	RAD52 inh	E-selectin induc
NC(=O)CSc1nnc(-c2ccc([N+](=O)[O-])cc2)o1	1	-16	x
COc1ccc2c(c1OC)C(=O)N(c1ccc(F)cc1)C2	-2	-1	-0.2

# (continued)
SMILES,E-selectin induc,CASP6 VEID inh,F508del corr,DENV2 CPE,RAD52 inh,GSIS activator,RAD54 inh,Xi reactivation
COc1ccc(OCc2nnc(SCC(=O)Nc3cccc(C(C)=O)c3)o2)cc1,x,1,2.2,-1,-8,x,0,0.1
CO[C@@H]1CN(C)C(=O)c2cc(NC(C)=O)ccc2OC[C@H](C)N(Cc2cccc(F)c2)C[C@@H]1C,0.0,5,-1.6,0,18,2,-16,0.1
Cc1c(CCNC=O)cc(C)c2c3c(oc12)CCCC3,5.3,2,0.2,-9,-10,x,x,-0.1
Cc1cccc(C)c1NC(=O)CN(C)C(=O)c1cccc(NS(=O)(=O)c2ccccc2)c1,x,0,-3.1,-3,-8,-5,8,0.2
COc1ccc(CNC(=O)C[C@@H]2CC[C@@H](NC(=O)c3ccc4c(c3)OCO4)[C@H](CO)O2)cc1,-0.4,1,-2.1,-2,2,-2,-3,0.3
Cc1ncc(CN2CCN(C3CCCC3)C(CCO)C2)s1 (centres undefined),x,1,1.7,2,-8,20,3,-0.1
COc1cccc(OC)c1NC(=O)CN(C)S(=O)(=O)c1ccc2c(c1)OCCO2,x,0,-0.7,1,-7,8,-3,0.1
C[C@H]1CN([C@@H](C)CO)C(=O)c2cc(C3=CCCC3)cnc2O[C@H]1CN(C)C(=O)Cc1ccncc1,0.5,-1,-0.7,14,-11,6,9,0.0
CCN(CC)CCNC(=O)c1cc(Nc2ccc(OC)c(OC)c2)nc2ccccc12,-0.1,-7,1.7,1,20,-2,-6,0.0
Cn1c(NCc2cccnc2)nc2cc(-c3ccc(C(=O)N4CCOCC4)cc3)sc2c1=O,0.0,-3,1.8,-1,0,-6,14,0.0
COc1ccc(NC(=O)[C@H](C)NC(=O)C2CCN(S(=O)(=O)c3ccc(C)cc3)CC2)cc1OC,x,-1,1.7,-1,-9,-13,-11,0.0
COc1ccc(NC(=O)CNC(=O)c2cccs2)cc1Cl,-0.1,3,1.1,-1,-12,49,2,0.1
C[C@H](CO)N1C[C@H](C)[C@H](CN(C)S(=O)(=O)c2cccs2)OCCCC[C@H](C)Oc2ccc(NS(=O)(=O)c3ccc(F)cc3)cc2C1=O,x,0,-4.5,31*,23,-48,1,0.1
NC(=O)c1ccc(SCC(=O)NC2CCCCC2)c([N+](=O)[O-])c1,-2.8,-1,-1.3,-6,-13,12,x,0.0
CC(C)(C)CNC(=O)c1cccc2c1C(=O)c1ccc(N3CCCC3)cc1S2(=O)=O,0.5,x,0.3,29*,i,-15,-49,0.0
CCCSc1nc(=O)n2cc(C)ccc2n1,x,-1,0.7,9,-6,23,-2,x
C=CC[C@@]1(C(=O)N2CCOCC2)N=C(c2ccc(OCCCO)cc2)O[C@@H]1c1ccccc1,x,5,1.1,-1,-2,x,3,x
CCN(Cc1nc(-c2cccc(C)c2)no1)C(=O)c1ccco1,-0.1,0,1.0,0,-9,18,-11,0.0
CC(C)(C)C(=O)NCCc1nc2ccccc2n1CC(=O)c1ccccc1,-0.2,0,-4.1,-5,-15,-1,3,0.3
O=C(COc1cc(F)ccc1[N+](=O)[O-])Nc1cccc(S(=O)(=O)NC2=NCCC2)c1,x,-1,2.6,-11,-13,5,3,0.4
Cc1cccc(C(=O)NCC(=O)OCC(=O)c2cc(C)n(CC3CCCO3)c2C)c1 (centres undefined),2.2,2,-0.9,1,-16,-15,x,0.0
CC(C)NC(=O)Nc1ccc2c(c1)C(=O)N(C)[C@@H]1CC[C@@H](CC(=O)NCc3ccc(F)cc3)O[C@@H]1CO2,0.0,1,x,-1,2,2,-4,0.0
CCOCCCn1c(SCC(=O)Nc2ccc3[nH]c(=O)[nH]c3c2)nc2ccccc2c1=O,1.1,4,3.9,u,-4,20,x,-0.1
N/C(=N/O)c1ccccc1N1CCC(Cc2ccccc2)CC1,x,-2,1.1,1,10,-11,x,-0.1
COc1ccc2c(c1)C=C(CN1CCN(C(C)C)C(CCO)C1)CO2 (centres undefined),3.3,-11,2.8,5,-12,-10,x,0.0

# (further entries)
SMILES,E-selectin induc,CASP6 VEID inh,F508del corr,DENV2 CPE,RAD52 inh,GSIS activator,RAD54 inh,Xi reactivation
CC(C)NC(=O)C1CCN(C2CCN(Cc3ccc4cccc(F)c4n3)CC2)CC1,u,-8,2.0,-3,-20,35,x,0.0
Cc1noc(C)c1NC(=O)Nc1cccc2c1O[C@@H](CN(C)Cc1ccc(-c3ccccc3)cc1)[C@H](C)CN([C@@H](C)CO)C2=O,0.3,-6,0.0,13,-3,-9,-15,0.2
CCN(Cc1ccccc1)C(=O)COC(=O)c1cc(Cl)nc(Cl)c1,3.2,1,-1.8,8,7,-5,x,0.3
CNC(=O)C[C@H]1CC[C@H]2[C@H](COc3ccc(NC(=O)NC(C)C)cc3C(=O)N2C)O1,0.1,x,-2.1,-3,x,18,-1,0.3
CCCOc1ccc(-c2cn3ccccc3n2)cc1,7.7,-1,2.6,0,-4,2,x,0.5
O=C(O)/C=C/c1cccnc1,-0.3,-5,0.5,0,-13,x,-10,0.5
Cc1ccc(C(OCC(O)CNC(CO)C(O)c2ccc([N+](=O)[O-])cc2)c2ccccc2)cc1 (centres undefined),x,x,-0.9,-6,-3,-34,-4,0.0
C[C@@H]1CN([C@@H](C)CO)C(=O)Cc2cc(N(C)C)ccc2O[C@@H]1CN(C)S(=O)(=O)c1ccccc1,x,3,2.8,2,-20,13,-1,-0.1
O=C(COc1ccc(Br)cc1)NCCO,-2.2,0,x,6,-5,11,x,1.8
Cc1cc(C)nc(SCC(=O)N/N=C\C(Br)=C\c2ccccc2)n1,x,-3,x,-1,-5,4,x,0.1
CCOC(=O)C1=C(N)c2ccccc2CC1C1CCCC1 (centres undefined),x,3,-1.5,-1,-4,-44,3,-0.1
Cc1sc2nc(SCCO)n(-c3ccccc3)c(=O)c2c1C,-0.4,-2,0.7,-2,-15,0,-7,-0.1
O=C(C[C@H]1C[C@H]2c3cc(NC(=O)Nc4ccc(F)cc4)ccc3O[C@H]2[C@H](CO)O1)NCC1CC1,0.7,x,0.0,-5,x,14,-2,0.0
C[C@@H]1CN([C@H](C)CO)C(=O)CCCn2nncc2CO[C@@H]1CN(C)C(=O)Nc1cccc(F)c1,-0.4,-4,3.5,14,-8,1,-4,-0.3
CC(Sc1nnc2ccccn12)C(N)=O (centres undefined),0.0,0,0.3,-6,-10,16,-2,0.0
COC(=O)C1=C(C)N(Cc2cccc(C(F)(F)F)c2)C(=NCc2ccc(OC)cc2)NC1c1cccc(Cl)c1 (centres undefined),-0.4,9,5.8,15,-6,+,x,0.0
